# E coli growth: bacterial growth inhibition, counter-screen for AddAB inhibitors; E. coli V3065 growth, OD600 absorbance, 18 h; inhibition, % at 11.9 µM; 330,000 tested, 0.27% active;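 active = inhibition above the campaign's mean inhibition across all tested compounds plus 3 SD, cut at about 9.9% in these data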;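 note: uninfected addAB+ strain grown without phage in ampicillin broth; 0% = DMSO wells and 100% = ciprofloxacin 0.95 µg/ml wells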
# AddAB inh: less growth of phage-infected E. coli with AddAB. E. coli expressing H. pylori AddAB, absorbance growth. inhibition, % at 11.9 µM. 330,000 tested, 0.29% active. AID 435030; in the data active = inhibition above about 12%;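 note: 0% = vehicle wells of infected cells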
# CAL PDZ FP-1: blocks peptide binding to human CAL PDZ domain; AID 504414; Q9HD26; inhibition, % at 20 µM; purified CAL PDZ, TMR-peptide fluorescence polarization, 1 h; 330,000 tested, 0.02% active;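 active = highest replicate inhibition of at least 40%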;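 note: plate controls were DMSO neutral control wells for no effect and unlabeled competitor peptide control wells for full effect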
#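 Test system: purified CerCALP PDZ construct; Compound dosing: one concentration, 20 µM compound; Also added: TMR-labelled reporter peptide T*-PRC34 bound in PDZ groove; Read-out: inhibition from polarization loss; Controls: unlabelled peptide and DMSO controls; Signal: FP readout, S and P plane fluorescence; Incubation: 1 h at RT.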
# SR-BI uptake up: activators of SR-BI mediated HDL lipid uptake; CHO ldlA[mSR-BI] cells, DiI-HDL uptake fluorescence, 3 h; 100 = double the neutral-control signal; activation, % at 12.5 µM; 320,000 tested, 0.096% active;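 active = mean replicate activation of at least 60% and every replicate at or above 60%; inconclusive = mean or all-replicate condition met, but not both; inactive = mean below 60% and not all replicates reaching 60%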;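 note: 0% = median plate neutral-control signal and 100% = twice that signal; values of inactives mirror those of a sister screen read the other way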
#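 System: LDL receptor-deficient CHO ldlA cells overexpressing murine SR-BI | Timing: 3 h uptake period with compound, 37 °C | Medium: HEPES-buffered (25 mM, pH 7.4) F12 plus 0.5% BSA | Dosing: Single-point compound dose | Signal: Bottom-read fluorescence, 550/595 nm | Read-out: Retained DiI signal reflecting DiI-HDL uptake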
# Tat export inh: inhibitors of E. coli Tat protein transport. 340,000 tested, 0.036% active. inhibition, % at 10 µM. E. coli MC4100 TorA-mCherry Tat export, fluorescence;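 active = mean replicate inhibition at least 50% and at least half of replicates individually reaching 50%; inconclusive = only one of the two criteria met; inactive = neither criterion met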;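 note: exported cargo escapes ClpAP degradation while cytoplasmic cargo is degraded and loses fluorescence; 0% = median of neutral control wells and 100% = median of NaSCN control wells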
# MITF TRPM1 HTS: MITF TRPM1 promoter activation in melanoma cells; SK-MEL-5 TRPM1-promoter luciferase, 24 h; % of positive control, neutral wells = 0; activation, % at 12.5 µM; 300,000 tested, 0.75% active; AID 588334;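 active = mean activation of at least 80% with every replicate also reaching 80%; inconclusive = mean reaches 80% but some replicate falls short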;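 note: 0% = neutral control wells and 100% = parthenolide positive control wells; values of inactives mirror those of a sister screen read the other way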
# phage Ecoli inh: E. coli growth loss with phage present; 360,000 tested, 0.26% active; growth absorbance; inhibition, % at 11.9 µM; in the data active = inhibition above about 11%
# Wnt act: Wnt/beta-catenin pathway activation | activation, % at 9.35 µM | Wnt/beta-catenin reporter cell assay, activator, plate reader | AID 743398 | 300,000 tested, 1.2% active; in the data active = activation above about 30%, passing the limit was not always enough; inconclusive = no clear call, values can overlap the other calls;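 note: 0% = neutral control wells and 100% = positive control wells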
# SR-BI HDL uptake: inhibitors of mouse SR-BI mediated HDL lipid uptake | ldlA[mSR-BI] CHO cells, DiI-HDL uptake fluorescence, 3 h | Q61009 | inhibition, % at 12.5 µM | 320,000 tested, 0.96% active;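 active = mean replicate inhibition of at least 70% and a set share of replicates each scoring 70 or more; inconclusive = meets just one of the two criteria; inactive = fails both criteria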;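 note: 0% = median of neutral control wells and 100% = median of positive control wells; values of inactives mirror those of a sister screen read the other way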
# Target sequence (Q61009 whole entry, looked up): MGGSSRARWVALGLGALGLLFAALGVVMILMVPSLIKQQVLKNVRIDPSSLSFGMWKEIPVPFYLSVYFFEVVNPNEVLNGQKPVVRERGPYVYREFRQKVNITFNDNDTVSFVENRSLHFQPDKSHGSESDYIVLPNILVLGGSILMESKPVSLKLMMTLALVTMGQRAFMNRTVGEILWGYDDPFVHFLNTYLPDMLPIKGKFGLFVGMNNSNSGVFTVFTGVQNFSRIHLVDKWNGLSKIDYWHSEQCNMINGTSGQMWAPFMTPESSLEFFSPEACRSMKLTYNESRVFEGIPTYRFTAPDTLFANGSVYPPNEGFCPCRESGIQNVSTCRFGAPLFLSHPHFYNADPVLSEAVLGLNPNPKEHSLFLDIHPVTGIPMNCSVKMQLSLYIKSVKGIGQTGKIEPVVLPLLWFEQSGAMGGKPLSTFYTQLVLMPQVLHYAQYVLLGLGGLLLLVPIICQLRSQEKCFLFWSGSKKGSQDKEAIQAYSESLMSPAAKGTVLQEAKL
# CAL PDZ FP-2: inhibitors of human CAL PDZ peptide binding | Q9HD26 | 300,000 tested, 0.92% active | purified CAL PDZ, TMR-peptide fluorescence polarization, 1 h | AID 602252 | inhibition, % at 24.9 µM;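 active = mean inhibition of at least 30% with at least half of replicates also reaching 30%; inconclusive = no clear call, values can overlap the other calls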;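 note: 0% = DMSO neutral control and 100% = excess unlabeled competitor peptide PRC23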
# Starred values were filed as active, the others as inactive; ? = inconclusive; / = no result given.
SMILES,E coli growth,AddAB inh,CAL PDZ FP-1,SR-BI uptake up,Tat export inh,MITF TRPM1 HTS,phage Ecoli inh,Wnt act,SR-BI HDL uptake,CAL PDZ FP-2
COc1ccc(C2CC(c3cccs3)Nc3nnnn32)cc1 (centres undefined),-2.3,-0.7,-1.3,10,-1,5,2.5,-2,-10,-3
CCC(=O)NNc1nc2c(F)cccc2s1,0.3,1.0,0.6,8,15,7,0.5,0,-8,/
O=C(NCc1ccco1)c1cc2nc(-c3ccc4c(c3)OCO4)cc(C(F)(F)F)n2n1,-0.4,0.8,-1.8,-72,-3,/,-1.3,/,72*,1
CCOc1ncccc1C(=O)Nc1ccc2c(C)cc(=O)oc2c1,-1.7,-0.1,-0.6,-34,-9,16,2.2,2,34,-8
O=C1/C(=C\c2cc([N+](=O)[O-])ccc2O)SC(=S)N1Cc1ccc(Cl)cc1,-1.0,-0.5,-11,-10,0,-6,1.6,0,10,-18
CN(C)c1nc(N(C)C)nc(N(C#N)Cc2ccc(Cl)cc2)n1,1.9,-1.1,-5.9,-3,11,-9,2.6,0,3,-3
O=C(N/N=C/c1c[nH]c2ccccc12)c1cc(-c2ccc(-c3ccccc3)cc2)n[nH]1,1.7,0.0,-1.8,-94,1,/,2.0,/,94*,-3
COc1cc(C(=O)Nc2nnc(CC(C)(C)C)s2)c([N+](=O)[O-])cc1OC,0.7,3.9,-0.4,-7,8,-12,5.3,/,7,-4
S=C(NCCc1ccccn1)Nc1ccc(Cl)c(Cl)c1,2.2,6.0,0.2,16,4,16,0.5,-1,-16,-5
C=CCn1c(SCC(=O)N2c3ccccc3Sc3ccccc32)nnc1-c1ccco1,-1.1,-2.6,-0.9,-14,5,/,2.3,-1,14,-2
COc1ccc([N+](=O)[O-])cc1NC(=O)C(C)OC(=O)c1ccccn1 (centres undefined),-2.4,0.8,-1.4,-43,-4,-1,3.0,2,43,-4
Cc1nn(CC(=O)NCc2cc3ccccc3[nH]2)c(C)c1[N+](=O)[O-],-0.4,5.2,-1.3,8,-8,-3,1.0,-3,-8,-3
COc1ccc(S(=O)(=O)Nc2cccc(Cl)c2)cc1OC,0.0,-0.2,-0.7,30,-8,/,4.0,-3,-30,-3
CN(C)S(=O)(=O)N1CCN(CC(=O)Nc2ccc(Br)cc2)CC1,1.7,1.4,-1.6,15,19,7,-0.4,0,-15,/
CN(Cc1ccccc1)S(=O)(=O)c1ccc(Cl)c(C(=O)NCCCN2CCCC2=O)c1,/,/,-0.2,17,5,-31,-1.2,-2,-17,/
COc1ccccc1C(=O)Nc1ccc(S(=O)(=O)Nc2nccs2)cc1,-1.3,2.0,-2.5,/,3,/,1.0,0,/,-4
COc1cc2c(cc1OC)C(COc1ccc([N+](=O)[O-])cc1)N(C(C)=O)CC2 (centres undefined),-3.6,-1.3,0.6,0,-2,-4,1.9,-5,0,0
CC(=O)Nc1ccc(S(=O)(=O)NCc2ccc3c(c2)cc(C)n3C)cc1,-1.6,1.3,-0.9,-10,8,/,1.8,-2,10,-4
CC(C)n1nnnc1SCC(=O)Nc1ccc2c(c1)OCCO2,-2.3,0.7,/,/,/,/,-2.9,-2,/,/
Cc1nc(C)c2c(=O)cc(-c3ccccc3)[nH]c2n1,1.6,1.2,0.8,-11,6,-13,2.7,-7,11,/

# Single records, as listed above. Order of values: E coli growth | AddAB inh | CAL PDZ FP-1 | SR-BI uptake up | Tat export inh | MITF TRPM1 HTS | phage Ecoli inh | Wnt act | SR-BI HDL uptake | CAL PDZ FP-2
# Results for COc1cc2c(cc1OC)C(COc1ccc([N+](=O)[O-])cc1)N(C(C)=O)CC2 (centres undefined) = -3.6 | -1.3 | 0.6 | 0 | -2 | -4 | 1.9 | -5 | 0 | 0
# Results for CCC(=O)NNc1nc2c(F)cccc2s1 = 0.3 | 1.0 | 0.6 | 8 | 15 | 7 | 0.5 | 0 | -8 | /
# Results for CN(C)c1nc(N(C)C)nc(N(C#N)Cc2ccc(Cl)cc2)n1 = 1.9 | -1.1 | -5.9 | -3 | 11 | -9 | 2.6 | 0 | 3 | -3
# Results for CN(Cc1ccccc1)S(=O)(=O)c1ccc(Cl)c(C(=O)NCCCN2CCCC2=O)c1 = / | / | -0.2 | 17 | 5 | -31 | -1.2 | -2 | -17 | /
# Results for COc1ccc([N+](=O)[O-])cc1NC(=O)C(C)OC(=O)c1ccccn1 (centres undefined) = -2.4 | 0.8 | -1.4 | -43 | -4 | -1 | 3.0 | 2 | 43 | -4

# The listing continues.
SMILES,E coli growth,AddAB inh,CAL PDZ FP-1,SR-BI uptake up,Tat export inh,MITF TRPM1 HTS,phage Ecoli inh,Wnt act,SR-BI HDL uptake,CAL PDZ FP-2
CC12CCC(=O)N1C(C(=O)N1CCN(S(=O)(=O)c3ccc(F)c(F)c3)CC1)CS2 (centres undefined),0.4,1.9,-1.6,15,1,-3,0.7,-1,-15,-4
CCN(CC)CCCN(C)C(=O)Cn1nc(Cc2ccncc2)c2ccccc2c1=O,-0.7,1.4,-1.0,-1,-4,2,2.6,0,1,-2
O=C(Nc1ccc(N2CCOCC2)cc1)C1CC(=O)N(c2ccc(F)cc2)C1 (centres undefined),2.4,1.6,/,1,-4,0,-0.4,-3,-1,-4
O=C(CSc1nc(=O)n(CCCN2CCOCC2)c2c1CCC2)Nc1ccc([N+](=O)[O-])cc1,1.2,2.6,-0.7,-1,-1,1,2.9,-5,1,-4
CC1CCCN(S(=O)(=O)c2cccc(C(=O)OCC(=O)N(C)Cc3c(F)cccc3Cl)c2)C1 (centres undefined),-0.1,1.2,-0.7,-29,6,-1,0.7,-1,29,-4
CCOc1cc(CNn2cnnc2SCC(=O)NC(C)(C)C)ccc1OCC(=O)NC(C)(C)C,1.5,2.6,-0.3,9,4,-16,1.5,5,-9,-7
Cc1cccc(C(=O)O/N=C(\N)Cc2cccc3ccccc23)c1,0.7,-1.1,-0.9,/,3,-12,/,/,21,-3
COc1cccc(NC(=O)CSc2nncn2-c2ccccn2)c1,-2.0,0.5,-0.8,19,-6,/,2.3,/,-19,-1
COc1ccc(OC)c(NC(=O)c2cccc(S(=O)(=O)N(Cc3ccccc3)c3ccccc3OC)c2)c1,0.1,3.3,0.5,-16,7,4,0.6,0,16,-1
Cc1cc(Cl)ccc1OCC(=O)NN1C(=O)C2C3C=CC(C3)C2C1=O (centres undefined),-0.6,-0.4,-1.9,8,12,0,4.0,-11,-8,-2
O=C(CSc1ccccc1)NCc1cccnc1,0.1,0.4,0.2,16,-5,-5,1.7,-3,-16,-15
Cc1nn(C)cc1S(=O)(=O)NCc1ccccc1Cl,0.5,-0.9,-2.3,-2,1,-7,-0.2,1,2,0
Cc1c(C(=O)O)oc2ccc(S(=O)(=O)NCc3ccc4c(c3)OCO4)cc12,2.2,2.8,-0.2,22,22,-2,-1.2,/,-22,/
CCOC(=O)N1CCN(C(=O)CCCCCn2c(=S)[nH]c3ccsc3c2=O)CC1,-1.0,-0.3,-0.8,-12,1,3,-4.3,0,12,2
CC1CCN(C(=O)NC(=O)c2ccccc2)CC1,4.1,-0.5,-1.8,-6,2,4,-1.4,0,6,4
Cc1ccc(-c2cc(N)n(-c3ccc(F)cc3)n2)cc1,0.7,0.6,-1.2,1,0,100*,0.6,9,-1,-1
CCCSc1nnc(CSc2ncccn2)n1C,-0.4,2.9,-0.9,3,-1,-5,1.3,0,-3,1
Cc1ccc(C(c2nnnn2CC2CCCO2)N2CCN(C(=O)c3ccco3)CC2)cc1 (centres undefined),-0.3,5.3,-0.7,12,-4,7,3.2,/,-12,0
Cc1cc(C(F)(F)F)nn1CC(=O)NCc1cccs1,-0.6,3.3,-1.6,11,-4,-19,1.1,1,-11,2
C/C(=N\NC(=O)c1cc2c(s1)CCC(C)C2)c1ccc[nH]1 (centres undefined),0.3,-1.7,1.2,-3,-7,104*,1.2,?,3,/
CC(C)CNC(=O)COC(=O)c1ccc(Cl)c(S(=O)(=O)N2CCc3ccccc32)c1,-0.7,1.2,-3.5,-18,5,-12,3.4,0,18,-3
CN(C(=S)Nc1cccnc1)c1ccc(O)cc1,-0.8,-2.7,0.7,20,4,-7,3.8,-1,-20,-2
C=C(Br)Cn1c(CC(C)C)nc2ccccc21,-0.2,2.4,0.1,6,-4,-11,4.0,-7,-6,-5
COc1ccccc1C(=O)NC(CCSC)C(=O)NNC(=O)C(C)Oc1ccccc1F (centres undefined),0.0,0.3,-0.4,-5,2,-1,-0.6,3,5,/
CC(C)=CCNc1ncnc2c1c(C#N)cn2C1OC(CO)C(O)C1O (centres undefined),/,/,0.2,-5,7,2,1.0,-15,5,-1
COC(=O)c1sccc1-c1ccc(C(=O)Nc2cccc(Cl)c2)o1,4.1,2.6,-0.6,-25,2,/,3.0,/,25,-1
N#CCSc1ncnc2ccccc12,0.4,5.1,-0.5,9,6,-14,0.8,-2,-9,-4
O=C(Nc1ccc2c(c1)OCO2)c1ccc(N2C(=O)c3ccccc3C2=O)cc1,-1.6,4.2,-2.2,-4,3,12,4.0,14,4,-3
O=C(Nc1ccc(Cc2ccncc2)cc1)c1ccco1,2.3,-0.2,-1.2,/,10,60,2.8,/,/,-3
CC(=O)N1CCN(CC(=O)NC(=O)Nc2ccc3c(c2)OCCO3)CC1,-1.3,-1.7,-1.3,1,-2,4,0.8,6,-1,-3
O=C(CSc1nnc(-c2cccnc2)n1-c1ccccc1)Nc1ccccc1,3.4,1.8,-2.3,10,-5,-2,1.4,/,-10,-1
CC(C)N(C(=O)[C@H]1CC(CC(=O)NCc2cccc(C(F)(F)F)c2)C(=O)N2CCc3c([nH]c4ccccc34)[C@]12C)C(C)C (some centres undefined),-3.6,1.3,-0.8,-65,-2,-32,1.1,-7,65,1
O=C(O)C1Nc2c(Cl)cc(Cl)cc2C2C=CCC12 (centres undefined),-2.7,-0.2,-1.0,4,6,-4,/,/,-4,/
COc1ccc(C2=NO[C@@H]3[C@@H]4C[C@@H]([C@H]5C(=O)N(C)C(=O)[C@@H]45)[C@H]23)cc1,2.5,4.0,-0.2,1,12,8,4.1,-1,-1,0
CCCCn1c(=O)[nH]c(=O)c2c1nc(-c1cc(Br)ccc1OC)n2C,1.3,2.2,-3.8,-14,1,-21,1.2,-1,14,-5
CN(C)S(=O)(=O)c1ccc(NC(=O)COC(=O)C2CC3CCCC(C2)C3=O)cc1 (centres undefined),1.3,2.5,-2.1,-1,2,-10,4.4,-1,1,/
CCC(C)[C@H](NC(=O)Nc1cccc(Cl)c1)C(=O)O (some centres undefined),-0.4,-0.6,-0.7,17,3,-4,2.5,/,-17,-1
CC(C)OC(=O)c1ccc(NC(=O)C2C3CC4OC(=O)C2C4C3)cc1 (centres undefined),-0.2,4.1,0.1,1,-10,75,1.3,/,-1,-1

# Source: PubChem (several laboratories)
